Compound activity: PubChem BioAssay, several laboratories
MsrA inh: bovine MsrA enzyme inhibitors, primary screen, biochemical, absorbance, HTS | inhibition, % at 15.5 µM | AID 651718, 2012 | hit rate 0.75% among 360,000 | purified bovine MsrA, absorbance read-out; in the data active = inhibition above about 4.5%;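 note: 0% = vehicle wells with enzyme and 100% = reference inhibitor wells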
Neddyl block: inhibitors of cullin neddylation, primary screen, biochemical, TR-FRET, uHTS, NAE and Ubc12; NEDD8-conjugating enzyme Ubc12 (Homo sapiens) + NEDD8-activating enzyme E1 regulatory …; calls only at 25 µM; hit rate 0.58% among 360,000; in the data active = inhibition above about 36%
FAS TE block: FAS thioesterase domain inhibitors, primary screen, biochemical, fluorescence intensity, uHTS; hit rate 0.67% among 360,000; Fatty acid synthase (Homo sapiens), P49327; recombinant FAS-TE, OMFH fluorogenic substrate, fluorescence endpoint; AID 602261, 2012; inhibition, % at 15 µM;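 active = compounds whose normalised, plate-corrected inhibition of enzyme fluorescence in the single-dose primary screen is 50% or more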;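 note: 0% = DMSO with enzyme and 100% = substrate without enzyme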
CSN inh: inhibitors of CSN-mediated cullin deneddylation, primary screen, biochemical, fluorescence polarization, uHTS; COP9 signalosome complex subunit 5 (Homo sapiens), Q92905; Purified CSN, SCF-Nedd8-OG deneddylation; inhibition, % at 12.5 µM; hit rate 0.38% among 360,000; AID 651999, 2013;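 active = pattern-corrected inhibition above about 35%, with an unprinted fluorescence ratio check between 0.5 and 1.5, limit read from the data, passing the limit was not always enough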;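 note: 0% = enzyme with substrate and 100% = substrate without enzyme; some results filed as inactive read as strong as hits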
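Material: human Csn5 produced in HEK293T cells; Input: enzyme 0.24 nM; Reagent: SCFSkp2-Nedd8OG substrate at 10 nM final; Dosing: 12.5 µM compound; Incubation: 90 min reaction at room temperature; Detection: fluorescence polarization of the substrate; Evaluation: % inhibition of substrate cleavage by Csn5; Control set: substrate-only high control, full reaction low control.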
Rin1-Abl PPI inh: inhibitors of Rin1-Abl protein binding, primary screen, biochemical, TR-FRET. AID 588664, 2011. hit rate 0.4% among 360,000. inhibition, % at 7.35 µM. Tyrosine-protein kinase ABL1 (Homo sapiens) + Ras and Rab interactor 1 (Homo sapiens), …; in the data active = inhibition above about 5%, passing the limit was not always enough
bovine MsrA act: bovine MsrA enzyme activators, primary screen, biochemical, absorbance, HTS; purified bovine MsrA, absorbance read-out; hit rate 0.3% among 360,000; activation, % at 10.6 µM; AID 602163, 2012; Methionine sulfoxide reductase A (Bos taurus); in the data active = activation above about 7.5%;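 note: 0% = vehicle and 100% = reference activator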
Tb MetRS inh: T. brucei MetRS inhibitors, primary screen, biochemical, luminescence; purified T. brucei MetRS, ATP depletion, Kinase-Glo luminescence; inhibition, % at 11.9 µM; hit rate 0.4% among 360,000;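 active = inhibition above a per-plate cutoff of the control wells' mean inhibition plus 3 SD, cut at about 5.5% in these data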;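 note: 0% = DMSO wells median and 100% = median of wells with control inhibitor compound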
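Material: T. brucei methionyl-tRNA synthetase, purified; reagent: substrates ATP, L-methionine and bulk Escherichia coli tRNA; dosing: 11.9 µM single point; timing: 15 min plus 2 h at 25 °C; detection: luminescence of leftover ATP; evaluation: % inhibition; control set: DMSO-only wells as low control; replicates: singlicate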
MLLE-PAM2 inh: inhibitors of PABP1 MLLE–PAM2 peptide binding, primary screen, biochemical, fluorescence polarization, FITC-PAM2, GST-MLLE. hit rate 0.36% among 360,000. Polyadenylate-binding protein 1 (Homo sapiens), P11940. inhibition, % at 20 µM; in the data active = inhibition above about 35%, passing the limit was not always enough;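 note: plate controls were DMSO wells with GST-MLLE for no effect and wells lacking GST-MLLE protein for full effect; some results filed as inactive read as strong as hits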
E coli Lon inh: inhibitors of E. coli Lon protease, primary screen, biochemical, fluorescence polarization. P0A9M0. purified E. coli Lon protease. inhibition, % at 7.94 µM. hit rate 0.42% among 360,000. AID 602123, 2011; in the data active = inhibition above about 13%, passing the limit was not always enough;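 note: 0% = enzyme with probe and DMSO and 100% = no enzyme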
Numbers without * were called inactive; i = inactive.

SMILES | MsrA inh | Neddyl block | FAS TE block | CSN inh | Rin1-Abl PPI inh | bovine MsrA act | Tb MetRS inh | MLLE-PAM2 inh | E coli Lon inh
COc1ccc(C2CC(c3ccc4ccccc4c3)=NN2C(=O)CN2CCC(C(N)=O)CC2)cc1 (stereo not drawn) | 0.1 | i | -1 | 5 | -2 | -3 | -1.3 | -38 | -1
C1CCC(NC2=NCCC2)CC1 | 0.8 | i | -6 | -5 | -1 | -9 | -0.8 | 4 | -6
COc1ccc2[nH]cc(CCNC(=O)Cc3c(F)cccc3Cl)c2c1 | -0.3 | i | -1 | 7 | -3 | -2 | -0.5 | -1 | 2
CC1(C)CC(=O)C(C2(O)C(=O)N(Cc3ccccc3)c3ccccc32)CO1 (stereo not drawn) | 1.1 | i | 0 | -4 | -4 | 1 | -0.9 | 4 | 2
CC(C)(C)c1nn(-c2ccccc2)c2[nH]c(=O)c(C=O)cc12 | 1.3 | i | -3 | 0 | 1 | -1 | -0.6 | 3 | -8
C(=C\c1ccccc1)/CN1CCN(Cc2ccc3c(c2)OCO3)CC1 | 0.7 | i | -3 | 2 | 3 | 4 | -0.7 | -8 | -3
CC(Oc1ccc(Cl)cc1Cl)C(=O)NNC(=O)c1cccnc1 (stereo not drawn) | -0.8 | i | -5 | 6 | 8.9* | -4 | -0.5 | 0 | -3
O=C(NC(=S)N1CCN(c2nc(-c3ccccc3)cs2)CC1)c1cncc(Br)c1 | -0.5 | i | 42 | 7 | 6 | -3 | -0.5 | -6 | 1
CC1(C(=O)NC2CCN(Cc3ccccc3)CC2)CCN1Cc1ccc2ccccc2c1 (stereo not drawn) | -0.9 | i | 3 | 2 | -3 | -5 | 0.0 | -7 | 1
COc1cccc(NS(=O)(=O)c2ccc3[nH]cc(C(=O)NCCCOC(C)C)c(=O)c3c2)c1 | 0.1 | i | -4 | -1 | 1 | 2 | 1.1 | 5 | -7
COc1ccc(NC(=S)NC(=O)c2cncc(Br)c2)c(OC)c1 | 0.8 | i | -3 | 4 | 1 | -2 | -0.7 | 23 | -5
CCOc1ccc(C(=O)Nc2ccccc2N2CCOCC2)cc1 | -0.2 | i | 7 | -1 | 3 | -8 | -1.6 | 4 | 0
CCCOc1ccc(NC(=O)CC2C(=O)N(CC)C(=S)N2Cc2cccs2)cc1 (stereo not drawn) | 0.9 | i | 59* | -4 | -5 | -2 | -0.8 | -13 | 6
O=C(NCc1ccco1)C12CN(Cc3ccccc3)CC1C(c1cccc([N+](=O)[O-])c1)=NO2 (stereo not drawn) | -0.5 | i | 54* | -2 | 1 | -6 | -0.6 | -2 | 13
CC(C)n1nnnc1SCC(=O)NNC(=O)C1CCCCC1 | -0.7 | i | -10 | 3 | 3 | -4 | -0.2 | -6 | 1
O=C(NCc1ccccc1OC(F)(F)F)C1CCC(=O)N(CCc2ccccn2)C1 (stereo not drawn) | -0.6 | i | -2 | 2 | 3 | -6 | -0.5 | 9 | -1
COC(=O)/C(C#N)=C/c1c[nH]c2ccccc12 | 1.4 | i | -16 | -2 | -6 | -1 | 0.9 | -15 | -7
Cc1cc(NC(=O)Cc2ccccc2)nc2c1c(=O)oc1ccccc12 | -0.8 | i | 3 | 6 | 0 | -2 | 0.6 | 0 | -9
COc1cc(NC(=O)Nc2c(C)n(C)n(-c3ccccc3)c2=O)cc(OC)c1OC | -0.1 | i | -3 | -2 | 0 | -2 | -1.4 | -9 | -2
CCOc1ccc(-n2c(SCC(=O)Nc3ccc4c(c3)OCCO4)nc3c(c2=O)SCC3)cc1 | -0.6 | i | 62* | 0 | 4 | 1 | -1.0 | -1 | -4
N#Cc1cnc2cc(-c3ccccc3)nn2c1N | 1.6 | i | -4 | -2 | 0 | -2 | 0.2 | 4 | -4
O=C(CC(SCCO)c1ccc(F)cc1)c1ccco1 (stereo not drawn) | 0.8 | i | -4 | 0 | -4 | -2 | -0.8 | 31 | -8
CC(C)NC(=S)N/N=C/c1ccc2c(c1)OCCO2 | 2.1 | i | -7 | -5 | 2 | -3 | -0.4 | 0 | 12
CC(C)(C)/C(O)=C/c1nc2cc(Cl)ccc2oc1=O | 0.1 | i | -1 | 0 | 0 | -7 | -0.9 | 0 | 0
CCc1ccc(C(=O)NNC(=S)Nc2ccc(S(N)(=O)=O)cc2)s1 | 4.9* | i | 0 | 8 | 0 | 2 | -0.3 | 23 | -6

The results go on.
SMILES | MsrA inh | Neddyl block | FAS TE block | CSN inh | Rin1-Abl PPI inh | bovine MsrA act | Tb MetRS inh | MLLE-PAM2 inh | E coli Lon inh
COc1ccc(Cl)cc1NC(=O)c1ocnc1C | -0.9 | i | -2 | -3 | -4 | 1 | -1.3 | 17 | -4
Cc1ccc(-c2c(C(=O)N/N=C/c3ccc(C)o3)nnn2-c2nonc2N)cc1 | 2.7 | i | -1 | 1 | 5 | -5 | -0.7 | -12 | 0
O=C(NCc1cccnc1)c1ccccc1NS(=O)(=O)c1ccc(Br)cc1 | -0.9 | i | -4 | -4 | 1 | -2 | -0.5 | -4 | -4
CCOc1ccccc1C(=O)Nc1cc(Cl)ccc1O | 0.1 | i | 18 | 7 | 1 | 0 | 0.9 | 2 | 2
CCOC(=O)CON1C(=O)c2ccccc2C1=O | -1.3 | i | -14 | 1 | 2 | -7 | -2.1 | -12 | -11
CCOC(=O)C(NC(C)=O)(Nc1ccc(S(N)(=O)=O)cc1)C(F)(F)F (stereo not drawn) | 0.1 | i | -9 | -1 | 2 | -5 | -0.6 | 13 | -6
Cn1c(=O)c(C(=O)NCc2ccc(F)cc2)c(O)c2ccccc21 | -1.1 | i | 14 | 2 | -1 | -5 | -0.3 | 6 | -5
CC(C)Nc1ncnc2c1ncn2[C@H]1CN(Cc2ccccc2)C[C@@H](CO)O1 | 0.2 | i | -8 | -4 | 0 | -4 | 0.4 | 8 | 0
Cc1ccc(C(C)NC(=O)c2ccc3c(c2)OCCO3)cc1C (stereo not drawn) | 0.5 | i | 5 | -4 | 0 | 2 | -0.3 | 6 | -7
Cc1cc(NC(=O)COc2ccccc2)ccc1Cl | 1.3 | i | 14 | -4 | 6 | -12 | -1.6 | -6 | 6
Nc1nc2ccccc2n1CCOc1ccc(F)cc1 | 0.1 | i | -8 | -3 | -5 | -1 | 49* | -7 | 9
CCOc1ccc(S(=O)(=O)N2CCN(c3ccccc3)CC2)c2cccnc12 | 1.4 | i | 1 | 1 | 3 | -1 | -0.7 | -1 | 2
O=C1CCN(Cc2ccccc2)CCN1[C@H](CO)Cc1ccccc1 | -0.1 | i | -11 | 0 | 6 | -1 | -0.1 | 3 | -11
O=C(O)CCC(=O)Nc1cccc2cccnc12 | 0.4 | i | -6 | -9 | 1 | -1 | 0.2 | -7 | 3
CCOc1ccc(NC(c2ccccc2)P(=O)(OC)OC)cc1 (stereo not drawn) | -0.6 | i | -5 | -4 | -2 | -2 | -0.8 | 12 | -3
FC(F)(F)c1ccccc1-n1c(-c2ccco2)n[nH]c1=S | -0.3 | i | -8 | 0 | 3 | 0 | -1.3 | -42 | -20
O=c1c2[nH]c3ccc(F)cc3c2ncn1CCC1=CCCCC1 | 0.3 | i | -2 | -5 | 0 | 0 | 0.1 | -2 | 19
C=CCC[C@H](Cc1ccc(F)cc1)C(=O)OC[C@@H](NC(=O)[C@H](CC=C)CC(=O)NCCO)C(C)(C)C | -0.3 | i | 9 | -1 | 0 | -1 | 0.1 | 7 | -8
CC(Sc1nnc(-c2ccco2)n1C)C(=O)Nc1ccc(N2CCOCC2)cc1 (stereo not drawn) | -0.1 | i | -5 | 3 | 0 | -4 | -0.5 | -33 | -1
Cc1ccc(C)c(NC(=O)CN(C)C(=O)c2ccc(-c3ccc(Cl)cc3)o2)c1 | -1.2 | i | 10 | 6 | 0 | -9 | -0.7 | 9 | -14
CCOC(=O)C(=Cc1ccccc1)C(=O)c1ccccc1 | 0.5 | i | -5 | 10 | 5 | 2 | -0.1 | -2 | -27
NS(=O)(=O)c1ccc(NC(=O)Cc2c(F)cccc2Cl)cc1 | 0.5 | i | -8 | 0 | 4 | -11 | -0.6 | 5 | -1
NC(=O)C1CCN(c2cc(N3CCOCC3)ccc2[N+](=O)[O-])CC1 | 0.8 | i | -6 | 0 | -9 | -15 | -1.1 | -2 | -17
Cn1c(NC(=O)COc2ccccc2)cc(=O)n(C)c1=O | -0.6 | i | -4 | 4 | 5 | -3 | -0.2 | 28 | -6
CCOc1ccc(Cl)cc1S(=O)(=O)N1CCC(C(=O)NCc2ccncc2)CC1 | 1.5 | i | -3 | -2 | 4 | 2 | -0.9 | -4 | 3
Cc1ccc(SC(C)c2nc(-c3ccncc3)no2)cc1 (stereo not drawn) | 0.0 | i | -2 | 0 | 0 | -1 | -0.4 | 20 | -4
N#CCC(=O)Nn1c(=S)[nH]c2ccccc2c1=O | -0.5 | i | -4 | 8 | -4 | -3 | -1.2 | 29 | -5
